# PKM2 act: increases activity of human pyruvate kinase M2 | Potency, µM (series often up to 57.5 µM), for the others: top-dose activation, most hits filed as activators | actives 0.34% (n = 260,000) | P14618 | purified PKM2, Kinase-Glo ATP luminescence, activation; response scale: 0% is enzyme alone, no compound | AID 1631; note: potency is the fitted concentration of half-maximal effect; % is set by controls: 0 for no effect and ±100 for the full control effect; nearly all actives have a fitted effect of over 55% in size
# Target sequence (P14618 whole entry, looked up): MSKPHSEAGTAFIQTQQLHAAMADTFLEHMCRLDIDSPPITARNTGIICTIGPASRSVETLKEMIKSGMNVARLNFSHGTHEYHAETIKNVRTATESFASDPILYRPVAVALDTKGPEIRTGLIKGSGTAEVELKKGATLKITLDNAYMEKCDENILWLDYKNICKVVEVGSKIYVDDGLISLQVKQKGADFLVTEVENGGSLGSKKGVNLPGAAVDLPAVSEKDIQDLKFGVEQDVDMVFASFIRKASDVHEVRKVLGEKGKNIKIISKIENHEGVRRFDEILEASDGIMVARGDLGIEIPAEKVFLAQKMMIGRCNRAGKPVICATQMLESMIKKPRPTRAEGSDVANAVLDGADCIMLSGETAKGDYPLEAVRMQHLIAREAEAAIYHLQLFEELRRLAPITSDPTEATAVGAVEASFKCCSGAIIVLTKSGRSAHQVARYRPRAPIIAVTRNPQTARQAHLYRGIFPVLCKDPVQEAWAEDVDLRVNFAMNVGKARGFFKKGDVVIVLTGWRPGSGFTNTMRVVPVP
#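 Purified hPK-M2 (>95%) run at intermediate activity with 0.1 mM ADP and 0.5 mM PEP in 50 mM imidazole pH 7.2, KCl, MgCl2; 1 h room temperature. ATP formed read by Kinase-Glo luminescence; normalized to uninhibited and no-enzyme controls.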
# RORg inh: blocks mouse ROR gamma transcriptional activity. P51450. Drosophila S2 Gal4-RORgamma UAS-luciferase reporter, 20 h. Potency, µM (series often up to 53.6 µM), for inactives: top-dose activity change, negative = inhibition, actives largely listed as inhibitors. actives 5.4% (n = 310,000). AID 2551; note: potency is the fitted concentration of half-maximal effect; % is set by controls: 0 for no effect and ±100 for the full control effect; nearly all actives have a fitted effect of over 60% in size
#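 Drosophila S2 cells stably expressing Gal4-DBD/mouse RORγ fusion under metallothionein promoter plus UAS-luciferase; compound 1 h, then 700 uM CuSO4 induction for 20 h at ambient temperature; inhibition read as reduced luminescence.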
# p53 reactivation: re-activators of mutant p53 | Potency, µM (highest dose often 92.2 µM), for inactives: top-dose activity change, positive = activation, most hits filed as activators | actives 0.063% (n = 320,000) | AID 504706 | H1299 p53-A138V BP100-luciferase reporter, luminescence, 24 h; note: potency is the fitted concentration of half-maximal effect; % of control where 0% means no effect; nearly all actives have a fitted effect of over 45% in size
#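 H1299 (p53-null), stable ts p53-A138V + BP100-Luc; 1000 cells/well, Opti-MEM/10% FBS; cpd 4 pt, 1:5; 24 h, 37 deg C, 5% CO2; detection reagent 10 min RT; luminescence.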
# NPC1 prom act: NPC1 promoter activation; actives 2.4% (n = 320,000); Huh7 NPC1 promoter luciferase reporter, 24 h; Potency, µM (series often up to 9.22 µM), without a hit: at the highest dose activation, most hits filed as activators; AID 485313;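 note: potency is the fitted concentration of half-maximal effect; % of control where 0% means no effect; nearly all actives have a fitted effect of over 60% in size; reporter is driven by a mutant NPC1 promoter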
#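 Cells: Huh7 expressing luciferase under the NPC1 promoter, 1500/well. Seeded 2 h, compound added, incubated 24 h at 37 °C. Luciferase reagent, 10 min ambient, then luminescence.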
# FLuc modulator: inhibits or activates purified firefly luciferase, miR-21 counter-screen. AID 588342. actives 6.9% (n = 360,000). purified FLuc, Km substrates, luminescence inhibition. Potency, µM (highest dose often 57.5 µM), for the others: top-dose activity change, negative = inhibition, usual class: inhibitors;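 note: potency is the fitted concentration of half-maximal effect; plate controls were vehicle for no effect and reference inhibitor for full effect; nearly all actives have a fitted effect of over 55% in size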
# Target sequence (P08659 whole entry, looked up): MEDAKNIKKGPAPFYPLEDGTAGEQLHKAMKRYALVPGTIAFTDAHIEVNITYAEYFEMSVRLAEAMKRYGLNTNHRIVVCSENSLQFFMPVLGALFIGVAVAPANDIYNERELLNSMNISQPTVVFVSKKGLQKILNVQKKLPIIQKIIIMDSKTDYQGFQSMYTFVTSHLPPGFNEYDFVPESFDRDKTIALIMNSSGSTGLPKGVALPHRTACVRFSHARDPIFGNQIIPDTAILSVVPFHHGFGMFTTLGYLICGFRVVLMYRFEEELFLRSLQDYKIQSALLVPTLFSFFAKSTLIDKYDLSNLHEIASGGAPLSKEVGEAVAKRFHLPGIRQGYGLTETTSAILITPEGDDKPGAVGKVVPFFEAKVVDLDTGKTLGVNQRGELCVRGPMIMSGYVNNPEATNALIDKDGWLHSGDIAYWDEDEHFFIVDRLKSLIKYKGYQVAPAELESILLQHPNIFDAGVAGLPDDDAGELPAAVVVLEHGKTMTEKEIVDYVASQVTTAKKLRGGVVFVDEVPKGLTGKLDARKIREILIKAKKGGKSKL
#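 Purified P. pyralis luciferase (10nM final) with 10uM D-luciferin and 10uM ATP (Km levels) in 50mM Tris acetate pH 7.5, 10mM Mg acetate, 0.01% Tween-20, 0.05% BSA; qHTS 6-point titration, ~60 µM downward; luminescence read.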
# Rab9 promoter act: Rab9 promoter activation. Huh7 Rab9 promoter-luciferase reporter, luminescence, 24 h. Potency, µM (titrated, usually from 9.22 µM), for the others: at the top dose activation, negative = inhibition, actives largely listed as activators. actives 2.8% (n = 320,000); note: potency is the fitted concentration of half-maximal effect; % of control where 0% means no effect; nearly all actives have a fitted effect of over 60% in size
#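 Stable Rab9-luc Huh7, 1500 cells/well, 2 h settle; cmpd in DMSO, 24 h, 37 °C/5% CO2; luciferase reagent 10 min RT; luminescence.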
# ELG1 genotoxic: genotoxicity induction in ELG1-luciferase HEK293T cells; HEK293T ELG1-luciferase reporter, luminescence, 16 h; Potency, µM (top dose mostly 46 µM), inactives show at the highest dose activity change, positive = activation, usual class: activators; actives 1.3% (n = 330,000); AID 504466; note: potency is the fitted concentration of half-maximal effect; % of control where 0% means no effect; nearly all actives have a fitted effect of over 60% in size
#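 Luminescence read-out: rising ELG1-luciferase signal, reflecting elevated ELG1 protein under genetic stress, flags genotoxic compounds. Cells were treated for 16 hr at 37 °C before ONE-Glo detection.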
# Giardia kill: Giardia lamblia killing. Giardia lamblia trophozoite viability. activity change, % at 7.66 µM, hits read low. actives 0.15% (n = 340,000). AID 540267; in the data active = activity change below about -80%; inconclusive = between about -30% and that limit;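 note: parasites exposed to compound for two days anaerobically before the ATP read; % is set by controls: 0 for no effect and ±100 for the full control effect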
#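 Media and compound were dispensed first, then trophozoites at 100 cells/well; plates sat 48 hrs at 37 deg C without oxygen before ATP luminescence reagent was added and read after 15-30 min at room temperature.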
# Gal4-VP16 FLuc: counter-screen for ROR gamma inhibitors: Gal4-VP16 reporter; Drosophila S2 Gal4-VP16 UAS-luciferase, luminescence, 20 h; Potency, µM (series often up to 53.6 µM), inactives show at the top dose activity, negative = inhibition, usual class: inhibitors; actives 3.5% (n = 310,000); AID 2546;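 note: Gal4-VP16 expression switched on by copper sulfate through the metallothionein promoter; potency is the fitted concentration of half-maximal effect; % is set by controls: 0 for no effect and ±100 for the full control effect; nearly all actives have a fitted effect of over 50% in size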
# Menin-MLL TR inh: menin-MLL binding inhibition, Texas Red mutant peptide; Potency, µM (highest dose often 61.6 µM), for inactives: at the top dose FP activity change, negative = inhibition, hits mostly inhibitors; actives 0.23% (n = 270,000); AID 1768; Menin + Texas Red MLL mutant peptide, fluorescence polarization; O00255; active = well fitted inhibition curve with a large enough effect in the polarisation, with a control signal flat, not every such curve was filed as active; inconclusive = small, poorly fitted or top-dose-only effect, or effect the other way, or a change in a side signal; inactive = no such curve, though single readings can be large or run the other way; the % refers to the polarisation; note: potency is the fitted concentration of half-maximal effect; % of control where 0% means no effect; many of its hits are not listed in these tables
# BRCA1 expr act: increases BRCA1 expression. MCF7-BRCA1-FFLuc reporter, luminescence, 48 h; response scale: scaled: vehicle 0%, 10 µM genistein 100%. Potency, µM (series often up to 46.1 µM), for the others: at the highest dose activation, actives largely listed as activators. actives 1.1% (n = 380,000); note: potency is the fitted concentration of half-maximal effect; nearly all actives have a fitted effect of over 80% in size; some results filed as inactive show a strong effect at the top dose
#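 MCF7 cells carrying a BRCA1-firefly luciferase reporter (2000 cells/well, phenol-red free MEM) were attached for 2 h at 37 °C, then given compounds for 48 h. Luminescence was read 15 min after luciferase reagent; activity normalized to genistein (10 microM) and DMSO.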
# Starred values were filed as active, the others as inactive; ? = inconclusive; · = not tested or not shown; [ ] = remark or other dose. Unless noted, calls come from the whole dose curve; as a rule, active = well fitted curve in the direction sought with a large enough effect; inconclusive = small, poorly fitted or top-dose-only effect, or another doubt; inactive = no such curve, though single readings can be large; an effect the other way counts as inactive or inconclusive. This is a subset. The share of hits here may be higher or lower than overall.
SMILES,PKM2 act,RORg inh,p53 reactivation,NPC1 prom act,FLuc modulator,Rab9 promoter act,ELG1 genotoxic,Giardia kill,Gal4-VP16 FLuc,Menin-MLL TR inh,BRCA1 expr act
O=C(c1ccco1)N1CCN(c2cc(N3CCOCC3)c(F)cc2[N+](=O)[O-])CC1,-12.5%,30.8%,1.5%,-4.2%,-0.7%,-7.1%,-0.1%,-23.5,-8.3%[10 µM],3.8%,-8.0%
CCc1nc(NCC2CCCO2)c2oc3ccccc3c2n1 (configuration not stated),-6.1%,-8.4%,-1.3%,-2.6%,?,-11.0%,-7.7%,-2.6,13.8%,-17.5%,-19.3%
Cc1cc(C)c(C#N)c(SCC(O)CS(=O)(=O)Cc2ccccc2)n1 (configuration not stated),-6.6%,38.3%,4.6%,9.5%,-2.2%,-2.6%,-6.2%,-15.0,1.0%,-8.9%,0.5%
O=C(Nc1ccc(S(=O)(=O)Nc2nccs2)cc1)c1cccc(N2C(=O)c3ccccc3C2=O)c1,5.7%,31.2%,8.3%,-4.3%,-18.8%,-0.8%,-0.1%,?,-4.8%,?,5.3%
CCCCC/C=C\C[C@H](O)/C=C/c1cccc(C[C@H](O)CCCCO)n1,9.2%,47.6%,-1.5%,0.8%,-9.8%,-3.5%,0.6%,-14.7,15.1%,-14.3%,0.0%
COc1ccc(OC)c(C(c2nnnn2Cc2ccccc2)N2CCN(C3CCCCC3)CC2)c1 (configuration not stated),-1.4%,12.7%[0.365 µM],3.0%,-2.2%,4.8%,2.2%,-6.6%,-1.2,·,?,-14.8%
CC(=O)c1ccc(NC(=O)C(C)OC(=O)c2ccc(Br)o2)cc1 (configuration not stated),·,·,-2.6%,-1.0%,4.0%,0.7%,0.7%,-1.6,·,·,5.7%
CNC(=O)CSc1nnc(-c2cc(C)cc(C)c2)o1,0.2%,0.2%,-12.7%,2.2%,2.2%,-0.4%,7.6%,1.1,-3.3%,-19.9%,0.6%
CCn1c(=O)cc(OCC(=O)NCc2ccco2)c2ccccc21,4.2%,4.4%,-11.5%,-1.4%,1.1%,-2.6%,13.7%,9.5,1.2%,-0.3%,-46.0%
O=C(/C=C/c1ccccc1)Oc1coc(CSc2ncccn2)cc1=O,8.5%,-22.9%,9.7%,2.0%,-11.3%,8.1%,2.5%,-18.4,16.2%,0.9%,-11.9%
COc1ccccc1C(=O)NCCCNC(=O)c1ccccn1,·,-9.8%,3.2%,-4.0%,5.2%,3.7%,1.2%,-12.1,-1.9%,4.3%,8.1%
NC(=O)NN=C1C2CCCC1C(c1ccccc1)NC2c1ccccc1 (configuration not stated),0.1%,1.6%,-3.1%,-1.6%,-1.5%,-1.8%,-1.3%,13.4,-8.9%,·,-48.3%
C1CC(CN2CCOCC2)CN(Cc2nc(CC3CC3)no2)C1 (configuration not stated),0.3%,9.2%,-0.9%,1.5%,-1.7%,0.6%,1.7%,-4.9,14.7%,0.5%,-15.1%
Cc1ccc(NC(=O)c2ccc(-n3cccn3)c([N+](=O)[O-])c2)cc1C,5.2%,22.9%,?,20.3%,?,?,0.5%,8.1,0.0%,?,57.6%
Cc1[nH]c2ccccc2c1SCC(=O)N1CCOCC1,-26.8%,19.3%,-4.8%,1.7%,-3.9%,-3.0%,1.9%,15.1,?,-9.9%,2.1%
COc1ccc(CN(CCN)C2CC(C)N(C)CC2C)cc1 (configuration not stated),-0.6%[11.5 µM],-18.9%,-1.2%,-3.9%,6.6%,0.1%,1.9%,-0.1,-7.4%,-7.6%,-10.0%
O=C(Nc1ncccc1O)c1ccc(C(=O)c2ccccc2)cc1,·,·,?,?,26.9µM*,4.47µM*,18.3µM*,-1.8,·,·,-9.4%
CCOc1cc(N2CCOCC2)c(OCC)cc1NC(=O)CC12CC3CC(CC(C3)C1)C2,1.3%,-1.3%,1.7%,-1.0%,4.6%,-5.1%,-6.9%,-7.3,-7.8%,?,-17.7%
O=C(Nc1cnccn1)Nc1cccc(Cl)c1Cl,-6.6%,13.7%,20.3%,11.5%,-3.3%,18.1%,-7.8%,10.7,-7.7%,3.4%,-12.9%
CCOc1ccc(NC(=O)c2sc3nc(C)nc(N4CCOCC4)c3c2C)cc1,-0.3%,?,-9.1%,-6.7%,-13.4%,1.0%,-23.6%,-5.6,?,5.4%,-52.6%
Cc1ccc(NC(=O)Nc2cc(-c3ccccc3)nn2C)cc1Cl,-1.0%,6.8%,1.2%,-1.4%,-19.1%,-11.0%,-1.9%,-10.6,-5.1%,·,0.9%
COc1ccc2nc3ccccc3nc2c1NC(=O)c1ccc(Cl)cc1,2.1%,6.7%,-3.6%,-3.6%,1.4%,-4.8%,17.2%,13.6,-0.9%,-2.0%,-12.7%
Cc1ccccc1OCc1nnc(SCC(=O)O)n1-c1ccccc1,-0.1%,1.1%,·,5.5%,3.4%,2.8%,-0.2%,22.4,-3.5%,-13.1%,6.6%
c1ccc2c(-c3nc4ncccc4o3)cccc2c1,0.0%,-16.8%,24.7%,-0.9%,?,0.8%,11.2%,4.2,0.7%,10.9%,-38.0%
O=C(O/N=C\c1ccc(N2CCOCC2)c([N+](=O)[O-])c1)c1ccc(F)cc1,2.1%,2.1%,4.3%,1.2%,-10.4%,3.6%,1.0%,5.2,-1.7%,9.0%,-9.9%
O=C(Nc1cccc(O)c1)c1ccc(C(=O)c2ccccc2)o1,6.9%,-37.0%,?,?,6.75µM*,?,?,-8.1,-24.6%[10 µM],5.4%,37.6%
N#Cc1cc2c(N)c(C(=O)Nc3ccccc3)sc2nc1N,-1.6%,-6.0%,6.4%,24.4%,?,?,12.3%,·,-13.9%,?,·
COc1ccc(C)cc1NC(=O)CNC(C)C(=O)Nc1cc(Cl)ccc1Cl (configuration not stated),-1.8%,24.1%,5.5%,-1.3%,-5.9%,18.3%,-10.4%,-8.9,-4.3%,?,-19.3%
COCCn1c(SCC(=O)NC2CC2)nnc1-c1ccc(Cl)cc1,·,·,-1.4%,-0.1%,0.0%,-1.9%,9.0%,3.7,·,·,-20.6%
CCOc1nc(NCc2ccco2)nc(Nc2ccccc2F)n1,3.8%,?,?,28.7%,-16.9%,29.9%,?,5.4,-9.5%,2.0%,?
CN(C)c1ccc(N=Nc2ccc(C(=O)O)cc2)cc1,·,0.501µM*,-4.4%,0.0126µM*,0.239µM*,0.0002µM*,-6.5%,?,1.41µM*,·,?
Cc1cc(C(=O)CSc2n[nH]c(N)n2)c(C)n1-c1cc(F)ccc1F,2.4%,12.4%,11.8%,25.2%,-3.0%[2.3 µM],?,10.1%,6.6,0.5%,7.2%,76.6%
CCOC(=O)C1=C(Nc2ccc(Br)cc2)CC(C)(O)C(C(=O)OCC)C1c1ccccc1 (configuration not stated),-4.5%,-18.3%,-7.4%,2.2%,4.3%,-0.4%,-2.6%,-8.9,5.1%,?,-8.8%
O=S(=O)(NCCc1c[nH]c2ccccc12)c1ccccc1,·,1.7%,0.7%,-0.6%,0.2%,3.3%,-1.1%,3.6,-0.5%,·,-6.3%
CC1(C)Oc2ccc3ccc(=O)oc3c2/C(=C/Nc2ccccn2)C1=O,13.8%,?,2.3%,-13.0%,5.0%,5.3%,-6.4%,9.0,-17.4%,14.4%,1.7%
CCc1nc(SCc2ccc(C(=O)OC)o2)n[nH]1,3.0%,-1.7%,1.3%,1.7%,-0.4%,1.4%,7.3%,-1.9,-9.1%,0.8%,13.1%
Cn1c(=O)c2c(nc(CN3CCN(c4ccc(F)cc4)CC3)n2CCN2CCOCC2)n(C)c1=O,-3.3%,-0.9%,-9.0%,-2.9%,-0.9%,-7.4%,-1.5%,-10.0,0.5%,·,0.5%
Cc1ccc([N+](=O)[O-])cc1NC(=O)CCc1ccccc1,-2.5%,5.5%,-1.3%,-6.0%,-2.7%,-0.3%,0.3%,-24.4,-11.6%,4.6%,10.2%
COC(=O)c1nc(C(=O)OC)c(C(=O)OC)nc1C(=O)OC,-1.2%,-0.2%,0.7%,-6.2%,-2.6%,-10.8%,1.8%,-2.6,3.8%,9.2%,11.3%
Nc1nc(SCC(=O)c2cccc([N+](=O)[O-])c2)n[nH]1,5.7%,10.0%,-3.9%,-0.2%,2.1%,2.7%,0.7%,12.3,?,4.9%,-0.2%

# Bioassay records as filed in PubChem BioAssay.
